# Compound activity (PubChem BioAssay)
# DT40 TDP1 no CPT = qHTS for Inhibitors of human tyrosyl-DNA phosphodiesterase 1 (TDP1): qHTS in cells in absence of CPT | DT40 Tdp1-/- hTDP1 cells, no CPT, ATP luminescence, 48 h | Potency, µM (top dose mostly 46.2 µM), inactives show at the top dose activity change, negative = growth inhibition, most hits filed as inhibitors | hit rate 15% among 420,000; also: nearly all actives have a fitted effect of over 55% in size
#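 Readout: luminescence from CellTiter-Glo after 30 min in the dark at RT. Cells: DT40 Tdp1-/- with stable hTDP1, 400/well. Exposure: compounds alone, ≥48 hr, 37 °C.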
# GCN5L2 inh = blocks human GCN5L2 histone acetyltransferase | Q92830 | GCN5L2 HAT assay, ThioGlo1 CoA-SH fluorescence | Potency, µM (titrated, usually from 58.9 µM), inactives show at the highest dose activity change, negative = inhibition, usual class: inhibitors | hit rate 0.21% among 390,000
# Target sequence (Q92830 whole entry, looked up): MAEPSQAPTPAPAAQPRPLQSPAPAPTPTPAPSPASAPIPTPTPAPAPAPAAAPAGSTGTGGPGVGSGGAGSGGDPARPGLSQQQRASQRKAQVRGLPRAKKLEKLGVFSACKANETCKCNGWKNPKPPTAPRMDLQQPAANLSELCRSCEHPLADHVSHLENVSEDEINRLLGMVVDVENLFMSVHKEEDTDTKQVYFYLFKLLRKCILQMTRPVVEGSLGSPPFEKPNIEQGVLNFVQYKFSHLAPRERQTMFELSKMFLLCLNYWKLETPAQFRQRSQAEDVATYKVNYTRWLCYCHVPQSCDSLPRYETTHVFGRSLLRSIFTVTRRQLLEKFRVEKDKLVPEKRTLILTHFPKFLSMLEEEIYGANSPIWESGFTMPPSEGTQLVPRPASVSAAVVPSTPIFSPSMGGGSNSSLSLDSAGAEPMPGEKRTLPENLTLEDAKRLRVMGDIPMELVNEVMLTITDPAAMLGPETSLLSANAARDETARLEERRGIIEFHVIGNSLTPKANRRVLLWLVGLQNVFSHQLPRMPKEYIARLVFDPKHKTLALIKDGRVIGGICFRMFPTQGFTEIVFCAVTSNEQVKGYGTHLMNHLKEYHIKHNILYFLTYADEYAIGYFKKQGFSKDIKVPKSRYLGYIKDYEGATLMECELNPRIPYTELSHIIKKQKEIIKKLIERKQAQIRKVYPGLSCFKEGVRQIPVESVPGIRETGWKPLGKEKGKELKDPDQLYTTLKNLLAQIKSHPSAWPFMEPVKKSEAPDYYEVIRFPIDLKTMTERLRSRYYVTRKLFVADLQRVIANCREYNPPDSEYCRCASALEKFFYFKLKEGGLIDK
#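 Enzyme at 20nM final was mixed with library compounds for 15 min at room temperature. Peptide H3(1-25) at 75uM, acetyl-CoA at 70uM and ThioGlo1 at 50uM were then added. Plates were read immediately and after 20 min (Ex340nm/Em540nm).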
# TDP1 cell CPT = DT40-hTDP1 cell growth loss with CPT | Potency, µM (series often up to 46.2 µM), without a hit: at the top dose activity change, negative = growth inhibition, actives largely listed as inhibitors | hit rate 12% among 420,000 | chicken DT40 Tdp1-/-;hTDP1 cells + 20 nM CPT, ATP luminescence, 48 h | AID 686979; also: nearly all actives have a fitted effect of over 55% in size
#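 Chicken DT40 Tdp1-/- cells stably complemented with human TDP1 were seeded at 400 cells/well in medium containing 20 nM camptothecin, exposed to pin-transferred compounds, and grown at 37 °C for at least 48 hr. Viability was read as ATP luminescence.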
# * marks the source's active call; other numbers are inactive results; ? = inconclusive; · = not tested or not shown; & = joins results of further samples; [ ] = another dose, or the depositor's remark. Calls follow the shape of the dose curve; as a rule, active = well fitted curve in the direction sought with a large enough effect; inconclusive = small, poorly fitted or top-dose-only effect, or another doubt; inactive = no such curve, though single readings can be large; an effect the other way counts as inactive or inconclusive. % is scaled to controls: 0 for no effect and ±100 for the full control effect; potency is read from the fitted curve at half-maximal effect. Some of the compounds tested; rates above refer to the full screens.
SMILES,DT40 TDP1 no CPT,GCN5L2 inh,TDP1 cell CPT
COc1cccc(C2Nc3ccccc3NC3=C2C(=O)CC(C)(C)C3)c1 (centres undefined),-1%,1%,-3%
C[C@@H]1C(=O)O[C@H]2[C@@H](O)[C@@]34[C@H]5CC(C(C)(C)C)[C@]36[C@@H](OC(=O)[C@@H]6O)O[C@@]4(C(=O)O5)[C@@]12O (some centres undefined),-11%,·,2%
COc1cc(OC)c(NC(=O)C2CC(=O)N(c3ccc4c(c3)OCCO4)C2)cc1Cl (centres undefined),-14%,-6%,-1%
Cc1nc2cccnc2nc1C,10%,-18%,11%
COc1cc(C(=O)NC(=S)NNC(=O)c2cnccn2)cc(OC)c1OC,?,-2%,?
S=C(Nc1ccccc1)N1N=CCC1c1ccccc1 (centres undefined),-8%,5%,12%
COc1cccc(-c2nc(SCC(=O)Nc3nc(-c4ccccc4)c(C)s3)[nH]c(=O)c2C#N)c1,-10%,?,3%
COc1cc(C2NCC(c3ccc(Cl)cc3Cl)c3c2[nH]c2ccccc32)cc(OC)c1OC (centres undefined),18µM*,-10%,?
Cc1cc(C(=O)Nc2ccccc2)c2ccccc2n1,3%,15%,8%
O=C(CCCCn1c(=S)[nH]c2ccsc2c1=O)NCc1ccco1,-15%,-20%,4%
COCCn1c(SCC(=O)Nc2ccc3c(c2)OCCO3)nnc1-c1c[nH]c2ccccc12,-4%,-1%,-24%
COc1ccccc1N1C(=O)c2cccc3c(N(C)CCO)ccc(c23)C1=O,?,-1%,8.2µM*
COc1cc(OC)cc(C(=O)NCCc2ccc(OC)c(OC)c2)c1,-24%,·,-23%
O=C(NCc1ccco1)C1CC(c2ccccc2C(F)(F)F)=NO1 (centres undefined),?,12%,?
COc1cccc(OCC(O)CNC(C)c2ccccc2)c1 (centres undefined),?,-1%,?
CC1CCN(c2nc(-c3cccnc3)nc3scc(-c4ccccc4)c23)CC1,-17%,1%,?
COc1ccc(-n2nc(C(=O)N(C)c3cc(Cl)ccc3OC)c3c4ccccc4n(C)c3c2=O)cc1,?,0%,?
COc1ccc(CNC(=O)C(CCSC)NC(=O)c2ccco2)cc1 (centres undefined),-9%,2%,1%
Cc1nn2c(NCCOCCO)c3c(nc2c1-c1ccccc1)CCC3,-16%,-4%,7%
O=C(c1ccc2c(=O)n(-c3ccccc3)c(=S)[nH]c2c1)N1CCCCC1,6.5µM*,-14%,6.5µM*
COC(=O)[C@@]12C[C@@H](CC(=O)N3CCN(C(=O)C4CC4)CC3)C(=O)N(Cc3ccco3)C1=CCC(C)(C)C2,?,·,?
CNS(=O)(=O)c1ccc(NC(=O)c2cc(-c3ccncc3)nc3ccc(Cl)cc23)cc1,-12%,?,-20%
Cc1ccc(S(=O)(=O)Nn2cnnc2)cc1,-5%,-12%,2%
O=C(NCc1ccc2c(c1)OCO2)C(=O)NC1CCCCC1,-9%,-1%,-16%
Cc1ccc(C)c(CN2C(=O)c3ccccc3S(=O)(=O)c3ccc(C(=O)N(C)C4CCCCC4)cc32)c1,21µM*,-8%,?
COc1ccc(/C(C)=N/NC(=O)CNC(=O)c2ccncc2)cc1,-3%,0%,-19%
COc1ccccc1Nc1ncc(C(=O)N2CCC(C(N)=O)CC2)c2ccccc12,7%,-4%,-1%
Cc1ccc(S(=O)(=O)Nc2nc3ccccc3nc2NCC2CCCO2)cc1 (centres undefined),?,-7%,-3%
N#C/C(=C\c1ccc(-c2ccccc2Cl)o1)C(=O)Nc1nc2ccccc2s1,-20%,-2%,-22%
Cc1ccc(NC(=O)CN(C)C2CCCCC2)cc1Cl,?,-26%,0%
CCOc1cc(N2CCOCC2)c(OCC)cc1NC(=O)CN1CCSC1=O,-20%,-2%,-29%
C=CCn1cnc2c(nnn2Cc2ccc(F)cc2)c1=O,-15%,-2%,-11%
O=C1C=CC(=NN=C(c2ccccc2)c2ccccc2)C=C1,-27%,·,?
Cc1ccc(NC(=O)c2ccc(NS(=O)(=O)c3c(C)noc3C)cc2)cc1C,?,1%,-30%
CCc1ccc(-c2nn(-c3ccc(OC)cc3)c3c2cnc2ccc(OC)cc23)cc1,6.5µM*,0%,?
CN(C)S(=O)(=O)c1cccc(COC(=O)c2ccc3c(c2)OCO3)c1,-18%,-2%,-19%
Cc1ccc(C)c(SCC(=O)NC(=O)Nc2ccc3c(c2)OCCO3)c1,-5%,-6%,-1%
Cc1ccc(N/C=C/C(=O)c2cccs2)cc1,-19%,-4%,?
O=C(O)[C@H](CO)Nc1ncnc2sc3c(c12)CCC3,-3%,-10%,-5%
COc1cc(-c2ccc3c(=O)c4ccccc4n(C)c3c2)cc(OC)c1OC,12µM*,-27%,16µM*
COc1ccc(CNC2=CC(=O)CC(C)(C)C2)cc1,-14%,-6%,-6%
COc1cc(/C=C/c2ccccc2)cc(OC)c1,-20%,·,26%
CC(C)c1ccc(NC(=O)COC(=O)[C@@H]2CCCN2C(=O)c2cccs2)cc1,7%,-5%,-12%
CCN1C(=O)[C@H]2[C@@H](c3ccc(C)cc3)N3C(=O)N(c4ccc(C(F)(F)F)cc4)C(=O)[C@@]3(CC)[C@H]2C1=O,-25%,-3%,?
CCOC(=O)/C(C#N)=C/C1=C(N2CCOCC2)CC(C)(C)OC1,-14%,-3%,-12%
C#CCSc1nc2sc3c(c2c(=O)n1-c1cccc(OC)c1)CCN(C(C)=O)C3,?,-9%,?
CCOC(=O)C1=C(C)N=C(/N=C/N(C)C)SC1c1ccccc1 (centres undefined),?,-23%,?
COCc1cc(=O)[nH]c(N2CCN(Cc3ccc4c(c3)OCO4)CC2)n1,-11%,2%,-3%
CC(=O)c1c(C)[nH]c(C(=O)NCCc2ccccc2)c1C,-12%,-5%,3%
O=C(NNC(=S)NC(=O)c1ccc(F)cc1)c1cccnc1,18µM*,-4%,?
CC(C)C(=O)Nc1ccc(Cc2ccc(NC(=O)C(C)C)c(O)c2)cc1O,-26%,0%,-19%
COc1cc(NC(=O)C(Cc2ccccc2)n2cccc2)cc(OC)c1 (centres undefined),?,-7%,?
O=C(CSc1ccccc1F)OCC(=O)N1CCN(C(=O)c2ccco2)CC1,-14%,-2%,-20%
CCCCN(CCCC)C(=S)NC(=O)C(C)(C)C,-2%,-6%,7%
CCC(C)(C)c1nnc(NC(=O)CCC2CCCCC2)s1,-3%,·,-9%
CCC1C(=O)Nc2ccccc2N1C(=O)COc1ccccc1 (centres undefined),1%,?,-26%
CCC1CN(C(=O)N2CCC(C(=O)NCCc3ccc(OC)c(OC)c3)CC2)c2ccccc2O1 (centres undefined),?,-1%&-11%,?
CCCCCCCC1(C)NC(=O)N(c2ccccc2)N1 (centres undefined),?,?,?
Cn1c(SCc2ccccn2)nc2c1c(=O)[nH]c(=O)n2C,7%,-8%,-6%
C/C(=N\NC(=S)Nc1ccccc1C)c1cc2ccccc2o1,5.2µM*,-6%,4.1µM*
# Next part
SMILES,DT40 TDP1 no CPT,GCN5L2 inh,TDP1 cell CPT
CCC1=C(OC(=O)N(CC)CC)N2C(=O)OC(=NCCc3c[nH]c4ccccc34)[C@]2(Cc2ccccc2)[C@H]2C1=CC[C@H]1C(=O)N(C)C(=O)[C@H]12,?,-12%,?
COc1ccc(Cl)cc1NC(=O)C(C)OC(=O)C1=NNC(=O)CC1 (centres undefined),-16%,0%,-13%
O=C(O)c1nn(CCOc2cccc(Br)c2)c(=O)c2ccccc12,5%,-8%,10%
CCc1nnc2c(Nc3ccccc3Br)nc3ccccc3n12,?,-1%,-28%
O=C(c1cc2ccccc2[nH]1)N(Cc1cccnc1)CC1CCCN(C2CCCCC2)C1 (centres undefined),?,?,?
CC(C)c1ccc(NC(=O)C2CCCN(S(=O)(=O)c3ccc4c(c3)C(C)(C)C(=O)N4C)C2)cc1 (centres undefined),?,?,?
O=C(c1ccc(N2CCCCC2)c([N+](=O)[O-])c1)N(Cc1ccccc1)c1ccccn1,18µM*,?,16µM*
NNC(=O)Cn1nc(Cc2ccccc2)n(N)c1=O,-6%,-4%,3%
Cc1ccc(CN2CC(N3CCCCC3)CS2(=O)=O)cc1 (centres undefined),-16%,·,-23%
CSc1ccc(/C=C2\C=Cc3ccc([N+](=O)[O-])cc32)cc1,11µM*,·,?
C/C(=N\NC(=O)c1ccc(OC2CCCC2)cc1)c1ccc(O)cc1,?,0%,?
Cc1ccc(S(=O)(=O)c2cc3c(=O)n4cccc(C)c4nc3n(CCc3ccccc3)c2=N)cc1C,-1%,·,0%

# Part of the list above, set out differently:
mol	DT40 TDP1 no CPT	GCN5L2 inh	TDP1 cell CPT
C/C(=N\NC(=S)Nc1ccccc1C)c1cc2ccccc2o1	5.2µM*	-6%	4.1µM*
CCC1=C(OC(=O)N(CC)CC)N2C(=O)OC(=NCCc3c[nH]c4ccccc34)[C@]2(Cc2ccccc2)[C@H]2C1=CC[C@H]1C(=O)N(C)C(=O)[C@H]12	?	-12%	?
COc1ccc(Cl)cc1NC(=O)C(C)OC(=O)C1=NNC(=O)CC1 (centres undefined)	-16%	0%	-13%
O=C(O)c1nn(CCOc2cccc(Br)c2)c(=O)c2ccccc12	5%	-8%	10%
CCc1nnc2c(Nc3ccccc3Br)nc3ccccc3n12	?	-1%	-28%
O=C(c1cc2ccccc2[nH]1)N(Cc1cccnc1)CC1CCCN(C2CCCCC2)C1 (centres undefined)	?	?	?
CC(C)c1ccc(NC(=O)C2CCCN(S(=O)(=O)c3ccc4c(c3)C(C)(C)C(=O)N4C)C2)cc1 (centres undefined)	?	?	?
O=C(c1ccc(N2CCCCC2)c([N+](=O)[O-])c1)N(Cc1ccccc1)c1ccccn1	18µM*	?	16µM*
NNC(=O)Cn1nc(Cc2ccccc2)n(N)c1=O	-6%	-4%	3%
Cc1ccc(CN2CC(N3CCCCC3)CS2(=O)=O)cc1 (centres undefined)	-16%	·	-23%
CSc1ccc(/C=C2\C=Cc3ccc([N+](=O)[O-])cc32)cc1	11µM*	·	?
C/C(=N\NC(=O)c1ccc(OC2CCCC2)cc1)c1ccc(O)cc1	?	0%	?
Cc1ccc(S(=O)(=O)c2cc3c(=O)n4cccc(C)c4nc3n(CCc3ccccc3)c2=N)cc1C	-1%	·	0%

# Later entries.
SMILES,DT40 TDP1 no CPT,GCN5L2 inh,TDP1 cell CPT
Cc1c(C(=O)Nc2ccc(N3CCOCC3)cc2)cccc1[N+](=O)[O-],10%,-10%,11%
CC(=O)Oc1cccc(/C=c2\sc3nc(-c4ccco4)nn3c2=O)c1,16µM*,-2%,?
C=CCn1c(COc2ccc(F)cc2)nnc1SCC(=O)NC1CC1,-3%,1%,7%
O=C(NCc1ccccn1)C1CCN(S(=O)(=O)c2ccc(Br)cc2)CC1,4%,-12%,-7%
CSc1ccc(NC(=O)N2CC(C)OC(C)C2)cc1 (centres undefined),-13%,1%,-1%
Cc1nn(Cc2c(F)c(F)c(F)c(F)c2F)c(C)c1NC(=O)c1cccc(COc2ccc(Cl)cc2)c1,7.3µM*,-7%,10µM*
Cc1ccc(C)c(Cc2c(C)nc(C)[nH]c2=O)c1,-10%,-2%,-9%
O=C(NCC1CCCO1)C(Cc1ccccc1)N1C(=O)C2C3C=CC(C4CC34)C2C1=O (centres undefined),?,-9%,?
COc1ccccc1NS(=O)(=O)c1cccc(C(=O)N/N=C(\C)c2cccnc2)c1,7%,3%,-13%
COc1cc(Cl)c(C)cc1NC(=O)Cn1c(C)c2cnn(-c3ccccc3)c(=O)c2c1C,8%,-6%,-23%
COc1cc(C(=O)NNC(=O)CNC(=O)C2CCCCC2)ccc1OC(C)C,-7%,-1%,-27%
COc1ccc(S(=O)(=O)N2CCN(C(C)C(=O)Nc3ccc(C(C)C)cc3)CC2)cc1 (centres undefined),15µM*,-9%,29µM*
COc1ccc(NC(=O)C(NC(=O)c2ccc(C)cc2)c2ccccc2)cc1 (centres undefined),9%,-5%,-15%
COc1ccc(C(CCc2ccc(C)o2)NC(=O)Nc2ccc(OC)cc2OC)cc1 (centres undefined),?,0%,?
O=C(NC(=S)N1CCCCC1)c1cccnc1,3%,0%,-3%
O=C1C=C(c2cc(Cl)cc(Cl)c2)C[C@@H](c2ccc3c(c2)OCO3)C1,-30%,3%,-1%
O=S(=O)(NCc1ccccc1)c1cccs1,-43%,-10%[0.501 µM],0.082µM*
COc1ccccc1C(c1c(O)nc(SC)[nH]c1=O)c1c(O)nc(SC)[nH]c1=O,-4%,·,-1%
CCC(NC(=O)c1ccccc1NC(=O)c1ccc(OC)cc1)C(=O)N1CCCC1 (centres undefined),0%,-8%,-30%
COC(=O)c1cc(-c2ccc(S(=O)(=O)N3CCCC(C)C3)cc2)c(C(F)(F)F)s1 (centres undefined),?,-9%,?
O=C(NNC(=S)Nc1ccccc1)C1CC1,-5%,-15%,4%
CSc1ncccc1C(=O)OCC(=O)NCCc1ccccc1,-2%,3%,-13%
CCOC(=O)c1ccc(NC(=O)c2nn(CC)cc2Br)cc1,-19%,-7%,-2%
